Bioassay records as filed in PubChem.
Abeta yeast res – qHTS for compounds that reverse cellular toxicity of Amyloid beta (A-beta) peptide in yeast: Primary Screen | yeast expressing A-beta42, growth rescue, OD600, 48 h; response scale: 0% DMSO, 100% iron-clioquinol control | Potency, µM (titrated, usually from 46.1 µM), without a hit: at the highest dose growth rescue, hits mostly activators | 410,000 tested, 0.063% active; note: potency is the fitted concentration of half-maximal effect; nearly all actives have a fitted effect of over 55% in size
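Growth rescue measured by 600 nm absorbance after 48 h yeast culture at 30 C with compound. Values normalized between DMSO and an equimolar ferric chloride plus clioquinol control.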
aSyn rescue – qHTS of alpha-syn Inhibitors; Potency, µM (series often up to 46.1 µM), for inactives: top-dose growth rescue (activation), usual class: activators; Yeast expressing alpha-synuclein, growth rescue, BacTiter-Glo, 24 h; AID 652106, 2013; 370,000 tested, 0.14% active; note: potency is the fitted concentration of half-maximal effect; % of control where 0% means no effect; nearly all actives have a fitted effect of over 65% in size
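Readout is rescue of growth in alpha-synuclein-expressing yeast, so inhibitors of toxicity appear as activators. Growth after 24 hr at 30 deg C in galactose medium is quantified by luminescence.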
GLP1R inv ag – qHTS of GLP-1 Receptor Inverse Agonists (Inhibition Mode) | Glucagon-like peptide 1 receptor (Homo sapiens), P43220 | HEK293 GLP-1R CRE-luciferase, luminescence, 24 h; GLP-1R form is constitutively active | Potency, µM (top dose mostly 38.3 µM), for inactives: top-dose activity change, negative = inhibition, usual class: inhibitors | 410,000 tested, 1.6% active | AID 624417, 2012; note: potency is the fitted concentration of half-maximal effect; % is set by controls: 0 for no effect and ±100 for the full control effect; nearly all actives have a fitted effect of over 55% in size
Target sequence (P43220 whole entry, looked up): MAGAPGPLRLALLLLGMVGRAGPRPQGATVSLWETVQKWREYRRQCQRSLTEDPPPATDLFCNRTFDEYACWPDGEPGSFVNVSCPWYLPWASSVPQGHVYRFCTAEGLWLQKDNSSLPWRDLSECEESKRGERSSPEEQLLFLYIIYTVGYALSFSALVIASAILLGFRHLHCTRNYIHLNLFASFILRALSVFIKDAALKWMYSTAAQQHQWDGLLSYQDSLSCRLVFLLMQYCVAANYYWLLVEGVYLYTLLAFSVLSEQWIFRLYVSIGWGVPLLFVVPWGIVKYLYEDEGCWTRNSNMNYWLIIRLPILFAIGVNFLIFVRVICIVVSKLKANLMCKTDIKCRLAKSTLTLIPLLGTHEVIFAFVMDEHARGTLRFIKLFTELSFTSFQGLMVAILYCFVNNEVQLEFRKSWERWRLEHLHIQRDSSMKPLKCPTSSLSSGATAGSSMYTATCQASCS
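Luminescence readout: a drop in cAMP-driven luciferase signal flags inverse agonism at a constitutively active GLP-1R stably expressed in HEK293. Compound exposure lasted 24 hr at 37 deg C, 5% CO2.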
Akt phos inh – HTS Assay for Inhibitors of Akt Phophorylation: Primary Screen. Neuro2A IGF-stimulated pAkt S473 HTRF, 20 min; stronger effect = lower value. activity change, % for hits at 50 µM. 360,000 tested, 0.32% active. AID 651550, 2012; in the data active = activity change below about -80%; inconclusive = mostly about -51% to -80%; note: % is set by controls: 0 for no effect and ±100 for the full control effect
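Neuro2A cells in DMEM with 0.5% FBS, overnight at 37 deg C, given compound at single 50 µM final, then IGF (6 nM final) for 20 min at 37 deg C. Lysed; phospho-Akt Ser473 by HTRF after 24 h, 665/615 ratio.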
TDP-43 yeast inh – qHTS of TDP-43 Inhibitors; TDP-43 expressing yeast growth rescue, BacTiter-Glo, 24 h; Potency, µM (doses to about 46.1 µM), for inactives: top-dose growth rescue (activation), hits mostly activators; 410,000 tested, 1.8% active; AID 652104, 2013; note: potency is the fitted concentration of half-maximal effect; % of control where 0% means no effect; nearly all actives have a fitted effect of over 50% in size
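Yeast cells expressing TDP-43 under galactose induction are exposed to compounds for 24 hr at 30 deg C. BacTiter-Glo luminescence measures growth, so protective compounds score as activators.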
FUS yeast rescue – qHTS for Suppressors of FUS Proteinopathy: Primary screen using FUS-linked yeast assay; 390,000 tested, 0.24% active; Potency, µM (titrated, usually from 76.6 µM), for inactives: at the top dose growth rescue (activation), actives largely listed as activators; S. cerevisiae FUS-expressing, growth rescue, OD600, 24 h;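 note: potency is the fitted concentration of half-maximal effect; plate controls were DMSO vehicle for no effect and reference control for full effect; nearly all actives have a fitted effect of over 55% in size; some results filed as inactive show a strong effect at the top dose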
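Toxicity suppression screen in FUS-yeast. Cells induced with 2% galactose, starting OD 0.005, treated 24hr at 30C with compounds at multiple final concentrations; growth by OD600.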
PTHR1 agonist – qHTS for PTHR1 Agonists: Primary Screen; HEK293 GP2 PTHR1 cells, GloSensor cAMP luminescence, 1 h; Potency, µM (titrated, usually from 115 µM), inactives show at the top dose activation, usual class: activators; 410,000 tested, 0.075% active; Parathyroid hormone/parathyroid hormone-related peptide receptor (Homo sapiens), Q03431; note: potency is the fitted concentration of half-maximal effect; nearly all actives have a fitted effect of over 55% in size; some results filed as inactive show a strong effect at the top dose; inactives centre near -15; many of its hits are not listed in these tables
Target sequence (Q03431 whole entry, looked up): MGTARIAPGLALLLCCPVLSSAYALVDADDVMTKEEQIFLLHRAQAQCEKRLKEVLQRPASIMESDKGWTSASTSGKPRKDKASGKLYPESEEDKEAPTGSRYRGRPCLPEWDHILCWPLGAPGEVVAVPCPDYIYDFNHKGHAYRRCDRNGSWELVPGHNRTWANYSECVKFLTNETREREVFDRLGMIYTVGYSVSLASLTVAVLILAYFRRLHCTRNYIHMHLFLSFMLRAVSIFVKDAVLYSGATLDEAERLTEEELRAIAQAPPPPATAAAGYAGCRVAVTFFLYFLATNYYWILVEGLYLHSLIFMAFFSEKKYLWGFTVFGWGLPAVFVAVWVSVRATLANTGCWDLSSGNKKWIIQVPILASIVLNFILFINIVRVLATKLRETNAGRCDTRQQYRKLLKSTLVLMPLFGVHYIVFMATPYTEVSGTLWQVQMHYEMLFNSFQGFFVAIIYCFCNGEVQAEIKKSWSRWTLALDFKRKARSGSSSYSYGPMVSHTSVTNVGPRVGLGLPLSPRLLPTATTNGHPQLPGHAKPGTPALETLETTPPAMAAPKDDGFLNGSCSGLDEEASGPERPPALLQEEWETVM
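HEK-293-derived GP2 cells expressing PTHR1 and a GloSensor cAMP reporter, 3,000/well, plated overnight, given luciferin plus IBMX (each 0.5 mM as added) for 1 h at 37 °C, then compound for 1 h at 37 °C. Luminescence was read after 15 min at room temperature.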
Mm-Cpn inhibitor – Inhibitors of TCP-1 ring complex (TRiC) of Methanococcus maripaludis (MmCpn): qHTS. Potency, µM (doses to about 76.9 µM), for the others: at the highest dose activity, negative = inhibition, most hits filed as inhibitors. purified Mm-Cpn ATPase, ADP Transcreener TR-FRET. Chaperonin Mm-Cpn (Methanococcus maripaludis). 330,000 tested, 0.031% active; note: potency is the fitted concentration of half-maximal effect; % is set by controls: 0 for no effect and ±100 for the full control effect; nearly all actives have a fitted effect of over 80% in size
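ATPase turnover read by TR-FRET ADP competition (Eu cryptate antibody/ADP-d2, 665/590 nm): 10uM ATP final, 25nM Mm-CPN final, 30 min 37degC after 10-min compound preincubation, pH 7.4 Tris/KCl/MgCl2/DTT buffer.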
HEK293 tox – qHTS of GLP-1 Receptor Inverse Agonists: Cytotox Screen. HEK293 cAMP-luciferase reporter cells, luminescence, 24 h. Potency, µM (doses to about 38.3 µM), for the others: at the top dose activity change, negative = inhibition, most hits filed as inhibitors. 410,000 tested, 0.13% active;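 note: loss of luciferase light is scored as toxicity; potency is the fitted concentration of half-maximal effect; % is set by controls: 0 for no effect and ±100 for the full control effect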
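A 23 nL compound transfer followed 12 hours of cell culture at 37 deg C; exposure then lasted 24 hr. Luciferase assay detection reagent was dispensed and plates read for luminescence after a 12 min room-temperature wait.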
Starred values were filed as active, the others as inactive; [ ] = dose if it differs, or a comment. Unless noted, calls come from the whole dose curve; as a rule, active = well fitted curve in the direction sought with a large enough effect; inconclusive = small, poorly fitted or top-dose-only effect, or another doubt; inactive = no such curve, though single readings can be large; an effect the other way counts as inactive or inconclusive. A portion of the library; the hit share may differ from the screen's.

For CCCCOc1ccc(-c2ncc(C(=O)OCC)c(N)n2)cc1 the results were Abeta yeast res -5.9%, aSyn rescue 2.7%, GLP1R inv ag 0.0%, Akt phos inh inactive, TDP-43 yeast inh 5.1%, FUS yeast rescue 4.1%, PTHR1 agonist -32.7%[inhibitor], Mm-Cpn inhibitor 0.8% and HEK293 tox 4.3%.
For CCOC(=O)N1CCN(C(=O)c2ccc(CN(c3ccc(C)c(C)c3)S(C)(=O)=O)cc2)CC1 the results were Abeta yeast res -4.0%, aSyn rescue -1.8%, GLP1R inv ag 15.6%, Akt phos inh inactive, TDP-43 yeast inh -3.2%, FUS yeast rescue 25.1%, PTHR1 agonist -37.9%[inhibitor], Mm-Cpn inhibitor -1.3% and HEK293 tox -17.8%.
Screening CC(=O)Nc1ccc(S(=O)(=O)NCCC(=O)NC2CCCCCC2)cc1 returned Abeta yeast res -8.8%, aSyn rescue 1.5%, GLP1R inv ag 1.6%, Akt phos inh inactive, TDP-43 yeast inh 6.2%, FUS yeast rescue 5.0%, PTHR1 agonist inactive, Mm-Cpn inhibitor 1.7% and HEK293 tox -5.9%.
COc1ccc(S(=O)(=O)N2CCCCC2)cc1NC(=O)c1cccc(S(=O)(=O)N2CC(C)OC(C)C2)c1 (stereo not drawn) was read as Abeta yeast res -14.1%, aSyn rescue -5.5%, GLP1R inv ag 23.4%, Akt phos inh inactive, TDP-43 yeast inh 3.0%, FUS yeast rescue inconclusive, PTHR1 agonist -1.6% and HEK293 tox 1.6%.
`CN(C(=O)CCS(=O)(=O)c1ccc2c(c1)oc(=O)n2C)C1CCCCC1` gave Abeta yeast res 6.3%, aSyn rescue -4.9%, GLP1R inv ag 14.6%, Akt phos inh inactive, TDP-43 yeast inh 9.7%, FUS yeast rescue -8.7%, PTHR1 agonist inactive, Mm-Cpn inhibitor 1.7% and HEK293 tox -6.5%.
For O=C1C=C(NCc2ccco2)CCC1 the results were Abeta yeast res -1.6%, aSyn rescue -3.3%, GLP1R inv ag 3.1%, Akt phos inh inactive, TDP-43 yeast inh 7.0%, FUS yeast rescue -2.0%, PTHR1 agonist -0.1%[57.5 µM], Mm-Cpn inhibitor 0.3% and HEK293 tox 6.6%.
`Cc1ccc(-c2cc(C(F)(F)F)n3nc(C(=O)Nc4c(C)n(C)n(-c5ccccc5)c4=O)cc3n2)cc1` gave Abeta yeast res -14.7%, aSyn rescue 0.4%, GLP1R inv ag 10.0%, Akt phos inh inactive, TDP-43 yeast inh -18.2%, FUS yeast rescue 6.7%, PTHR1 agonist inactive, Mm-Cpn inhibitor -4.9% and HEK293 tox 13.6%.
Cc1cc(=O)oc2cc(OCC(=O)NC3CCN(Cc4ccccc4)CC3)c(Cl)cc12 was read as Abeta yeast res 1.4%, aSyn rescue 0.1%, GLP1R inv ag 7.9%, Akt phos inh inactive, TDP-43 yeast inh 14.7%, FUS yeast rescue 20.8%, PTHR1 agonist inactive, Mm-Cpn inhibitor -3.1% and HEK293 tox -43.1%.
For CC(C)(CO)N1CCN(C(=S)Nc2ccccc2)CC1 the results were Abeta yeast res -3.5%, aSyn rescue -0.4%, GLP1R inv ag -0.6%, Akt phos inh inactive, TDP-43 yeast inh 0.5%, FUS yeast rescue -24.7%, PTHR1 agonist 2.2%, Mm-Cpn inhibitor 0.7% and HEK293 tox -5.0%.
For Cc1ccc(-c2nn(-c3ccccc3)cc2/C=N/NC(=O)c2ccc(Br)o2)cc1 the results were Abeta yeast res 0.0%, aSyn rescue -3.9%, GLP1R inv ag -6.6%, Akt phos inh inactive, TDP-43 yeast inh 13.1%, FUS yeast rescue 10.8%, PTHR1 agonist -17.1%, Mm-Cpn inhibitor -0.7% and HEK293 tox -4.0%.
`O=C(CN(CC1CCCO1)C(=O)CNS(=O)(=O)c1ccc(Cl)cc1)NCC1CCCO1` (stereo not drawn) gave Abeta yeast res 3.7%, aSyn rescue -0.2%, GLP1R inv ag 1.7%, Akt phos inh inactive, TDP-43 yeast inh -20.4%, FUS yeast rescue -0.6%, PTHR1 agonist -17.8%[57.5 µM], Mm-Cpn inhibitor -2.2% and HEK293 tox 7.2%.
`COc1ccc(C=C2SC(=S)N(CCCN3CCOCC3)C2=O)c(OC)c1` gave Abeta yeast res -7.5%, aSyn rescue 4.4%, GLP1R inv ag -19.1%, Akt phos inh inactive, TDP-43 yeast inh 13.7%, FUS yeast rescue -1.4%, PTHR1 agonist -19.7% and HEK293 tox 0.2%.
For Cc1ccc(C)c(Cn2c(=O)n(-c3ccc(Cl)cc3)c(=O)c3c(C)c(C)sc32)c1 the results were Abeta yeast res -11.9%, GLP1R inv ag -6.1%, TDP-43 yeast inh -6.2%, FUS yeast rescue -8.0%, PTHR1 agonist -9.4% and HEK293 tox -4.3%.
Screening CCN(CC)C(=O)CSc1nc2ccccc2c(=O)n1-c1ccccc1OC returned Abeta yeast res 11.2%, aSyn rescue 5.3%, GLP1R inv ag -6.2%, Akt phos inh inactive, TDP-43 yeast inh 9.3%, FUS yeast rescue -8.5%, PTHR1 agonist -19.5%, Mm-Cpn inhibitor -0.6% and HEK293 tox 23.0%.
For CCOC(=O)C1CCN(C(=O)c2ccc3c(c2)OCO3)CC1 the results were Abeta yeast res 0.5%, aSyn rescue 8.1%, GLP1R inv ag 3.6%, Akt phos inh inactive, TDP-43 yeast inh -8.1%, FUS yeast rescue 3.1%, PTHR1 agonist inactive, Mm-Cpn inhibitor 1.3% and HEK293 tox -11.7%.
Screening CCC(C(=O)Nc1cccc(S(=O)(=O)N(C)c2ccccc2)c1)c1ccccc1 (stereo not drawn) returned Abeta yeast res -6.7%, aSyn rescue -0.1%, GLP1R inv ag 7.08µM*, Akt phos inh inactive, TDP-43 yeast inh -16.4%, PTHR1 agonist -19.5%, Mm-Cpn inhibitor 2.4% and HEK293 tox 5.0%.
`COc1ccc(C(=O)NCc2nnc(SCC(=O)N3CCc4ccccc43)n2Cc2ccccc2)cc1` gave Abeta yeast res 14.5%, aSyn rescue 0.7%, GLP1R inv ag 12.3%, Akt phos inh inactive, TDP-43 yeast inh -2.7%, FUS yeast rescue -5.2%, PTHR1 agonist -17.4%, Mm-Cpn inhibitor -2.9% and HEK293 tox 2.6%.
Cc1cc(C)c2c(n1)nn1c(N3CCN(c4ccccc4)CC3)cc(C)nc21 was read as Abeta yeast res -17.6%, aSyn rescue -29.5%, GLP1R inv ag 0.0%, Akt phos inh inactive, TDP-43 yeast inh -17.8%, FUS yeast rescue 30.4%, PTHR1 agonist inconclusive, Mm-Cpn inhibitor -3.3% and HEK293 tox 2.1%.
`Cc1c(CC(=O)N[C@@H](C)C(=O)O)c(=O)oc2cc3occ(-c4ccccc4)c3cc12` gave Abeta yeast res -17.5%, aSyn rescue 0.7%, GLP1R inv ag -2.0%, Akt phos inh inactive, TDP-43 yeast inh 0.7%, FUS yeast rescue 7.4%, PTHR1 agonist -5.6%, Mm-Cpn inhibitor 1.2% and HEK293 tox 6.9%.
`CCCCCCCCCCn1ccc(=N)cc1` gave Abeta yeast res -39.3%[inhibitor], aSyn rescue -14.1%, GLP1R inv ag inconclusive, Akt phos inh inactive, TDP-43 yeast inh 19.5%, FUS yeast rescue 6.6%, PTHR1 agonist -27.2%, Mm-Cpn inhibitor -1.9% and HEK293 tox inconclusive.
Screening CCOc1ccc(C(=O)NCC(=O)OCC(=O)N(C)CC(=O)Nc2ccccc2CC)cc1OCC returned Abeta yeast res -5.9%, aSyn rescue 0.1%, GLP1R inv ag 11.7%, Akt phos inh inactive, TDP-43 yeast inh 4.8%, PTHR1 agonist 16.2% and HEK293 tox 40.2%[activator].
CCN(C[C@H]1N[C@@](C)(C(=O)OC)[C@H]2C(=O)N(C)C(=O)[C@@H]12)C(=O)c1ccccc1 was read as Abeta yeast res 0.6%, aSyn rescue 4.9%, GLP1R inv ag 6.0%, Akt phos inh inactive, TDP-43 yeast inh 13.5%, FUS yeast rescue -32.1%, PTHR1 agonist -19.7%, Mm-Cpn inhibitor -0.5% and HEK293 tox -7.5%.
Screening O=C(CSc1nc(=O)n(Cc2ccco2)c2c1CCC2)NCc1ccccc1Cl returned Abeta yeast res -8.2%, GLP1R inv ag -7.2%, TDP-43 yeast inh 23.7%, FUS yeast rescue 24.6%, PTHR1 agonist inactive and HEK293 tox -2.6%.
For CCCCNc1ccc(C(CC(N)=O)NC(=O)c2ccccc2)cc1[N+](=O)[O-] (stereo not drawn) the results were Abeta yeast res -8.5%, aSyn rescue -1.0%, GLP1R inv ag 27.1%, Akt phos inh inactive, TDP-43 yeast inh 11.8%, FUS yeast rescue -11.5%, PTHR1 agonist -6.3%, Mm-Cpn inhibitor 1.2% and HEK293 tox 0.8%.
`Cc1nc(-c2c(C(F)(F)F)noc2-c2ccc(O)cc2O)cs1` gave Abeta yeast res 0.5%, aSyn rescue 0.0%, GLP1R inv ag inconclusive, Akt phos inh inactive, TDP-43 yeast inh -9.4%, FUS yeast rescue 5.0%, PTHR1 agonist inactive, Mm-Cpn inhibitor -0.2% and HEK293 tox -17.3%.
